# High-throughput results: PubChem BioAssay, several laboratories
# KLK5 inh: kallikrein 5 (human) inhibition | Q9Y337 | recombinant hK5, fluorogenic AMC substrate cleavage | inhibition, % at 5 µM | 210,000 compounds, 0.59% hits;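 active = inhibition of 40% or more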;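 also: 0% = enzyme controls without compound and 100% = no-enzyme blanks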
# Target sequence (Q9Y337 67-293 limits assumed): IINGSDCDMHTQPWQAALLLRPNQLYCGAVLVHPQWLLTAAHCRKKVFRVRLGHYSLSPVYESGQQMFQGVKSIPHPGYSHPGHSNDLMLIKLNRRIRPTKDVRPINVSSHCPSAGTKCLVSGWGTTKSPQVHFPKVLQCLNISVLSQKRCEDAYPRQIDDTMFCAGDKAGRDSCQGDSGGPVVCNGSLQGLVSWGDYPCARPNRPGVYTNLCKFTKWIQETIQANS
# KCC2 mod: modulators of human KCC2 chloride dependent transport; Q9H2X9; KCC2 cells, thallium flux FluoZin-2 fluorescence; B-score of Tl+ flux slope (higher = more flux/activation; lower = inhibition) at 10 µM; 190,000 compounds, 2.2% hits; AID 1456;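 active = thallium flux slope and its plate-corrected score both differing from the plate sample mean at a set confidence after two filtering rounds, in either direction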;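 also: slope of fluorescence scaled to starting intensity during 10 to 20 s after thallium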
# m-calpain inh: inhibitors of pig calpain II; purified calpain II, fluorogenic peptide substrate, 30 min; inhibition, % at 16 µM; 220,000 compounds, 0.37% hits;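 active = inhibition above about 50%, limit read from the data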
# FXIa inh: inhibitors of human coagulation factor XIa | P03951 | purified FXIa, Boc-Glu-Ala-Arg-AMC fluorogenic substrate | inhibition, % at 5 µM | 220,000 compounds, 0.14% hits;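 active = inhibition of at least 40%; inactive = inhibition below 40%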;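 also: fluorescence of freed AMC excited at 355 nm; 0% = enzyme without compound and 100% = no enzyme blank; many of its hits are not listed in these tables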
# Target sequence (P03951 19-387 limits assumed): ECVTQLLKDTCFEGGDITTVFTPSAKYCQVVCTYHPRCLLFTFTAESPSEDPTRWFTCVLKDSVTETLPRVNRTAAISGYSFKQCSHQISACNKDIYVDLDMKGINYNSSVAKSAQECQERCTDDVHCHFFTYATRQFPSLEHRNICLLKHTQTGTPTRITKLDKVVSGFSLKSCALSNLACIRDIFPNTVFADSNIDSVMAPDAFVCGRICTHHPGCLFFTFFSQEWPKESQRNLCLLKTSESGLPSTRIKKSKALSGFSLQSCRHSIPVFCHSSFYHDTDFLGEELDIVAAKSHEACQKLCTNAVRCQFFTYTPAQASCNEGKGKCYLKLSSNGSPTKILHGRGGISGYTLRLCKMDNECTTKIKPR
# Target sequence (P03951 388-625 limits assumed): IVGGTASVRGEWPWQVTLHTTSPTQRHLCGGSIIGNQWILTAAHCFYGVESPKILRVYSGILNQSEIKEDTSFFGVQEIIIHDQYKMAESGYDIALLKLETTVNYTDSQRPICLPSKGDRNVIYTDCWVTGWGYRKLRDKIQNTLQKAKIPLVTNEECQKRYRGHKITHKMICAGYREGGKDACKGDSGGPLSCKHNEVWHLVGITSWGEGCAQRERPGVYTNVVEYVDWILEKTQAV
# Furin inhibitor: inhibitors of human furin; P09958; AID 463115; 220,000 compounds, 0.061% hits; purified furin, fluorogenic substrate cleavage; inhibition, % at 30 µM; in the data active = inhibition above about 25%; also: inactives centre near -15
# Thrombin inh: blocks human thrombin protease activity. P00734. alpha-thrombin, Boc-VPR-AMC fluorogenic substrate cleavage. inhibition, % at 5 µM. 220,000 compounds, 0.26% hits. AID 1046;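 active = inhibition at or above 40%; inactive = inhibition below 40%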;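 also: 0% = enzyme with no compound and 100% = wells without enzyme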
#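 Test system: human alpha-thrombin protein / Dosing: one concentration per compound, 5 µM, with 0.2% DMSO / Medium: pH 7.5 Tris-saline with Tween 20 / Benchmarks: no-compound enzyme wells and no-enzyme blanks / Read-out basis: percent inhibition of thrombin substrate cleavage / Timing: reaction at room temperature / Measured by: fluorescence, ex 355 nm, em 460 nm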
# Rad51 HR inh: blocks human Rad51 in homologous recombination; hRad51 DNA strand exchange, fluorescence dequenching; inhibition, % at 10 µM; 200,000 compounds, 0.085% hits;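 active = inhibition above 40% at the single screening dose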;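 also: 0% = DMSO control wells and 100% = blanks with heterologous ssDNA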
#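 System: hRad51 filaments on single-stranded DNA; reagent: Fluorescein- and BHQ1-tagged 47-mer duplex; compound dosing: one concentration, 10 µM final; timing: filaments 15 min 37 °C, then compound 30 min; measured by: fluorescein emission 520 nm, excitation 485 nm; benchmarks: per-plate controls and blanks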
# PERK inhibitor: inhibitors of human PERK kinase | Q9NZJ5 | CHO PERK-DD fusion, SEAP luminescence translation reporter | inhibition, % at 5.6 µM | 220,000 compounds, 0.17% hits;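 active = inhibition above the mean inhibition of all tested compounds plus 3 SD, set separately per screening campaign, cut at about 2.9% in these data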;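 also: PERK kinase domain activated by AP20187 dimerizer at 100 nM; 0% = DMSO with dimerizer and 100% = rapamycin at 8.4 µM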
# FXIIa inh 1536: blocks human coagulation factor XIIa protease activity | P00748 | purified FXIIa, Boc-QGR-AMC fluorogenic substrate, 2 h | inhibition, % at 5 µM | 220,000 compounds, 0.3% hits; in the data active = inhibition above about 40%;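 also: 0% = enzyme with no compound and 100% = blank without enzyme; many of its hits are not listed in these tables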
# * hit, by the source's call; i = inactive; · = no result given; [ ] = dose if it differs, or a comment. Not all compounds are listed; rates above refer to the full screens.
SMILES,KLK5 inh,KCC2 mod,m-calpain inh,FXIa inh,Furin inhibitor,Thrombin inh,Rad51 HR inh,PERK inhibitor,FXIIa inh 1536
Cc1cc2nc(C)c(Cc3ccccc3)c(=O)n2[nH]1,-7,·,-76,-10,-15,-6,·,2.0,8
CCc1cccc(NC(=O)CCSCCC(=O)Nc2cccc(CC)c2)c1,29,·,13,10,-10[20 µM],4,7,-0.3,14
COc1ccc(C2CC(=O)c3cnn(-c4nc(C)cc(C)n4)c3C2)cc1 (stereo not drawn),8,0.83,20,3,-14,-11,1,-0.5,8
Nc1nc(-c2c(Cl)cccc2Cl)no1,-3,·,10,0,-21,-5,-7,0.5,9
CCOC(=O)c1c(NC(=O)CCCC(=O)O)sc2c1CCC2,6,0.047,-56,1,-23,-4,1,0.8,11
CC(C)c1ccc(NC(=O)COc2nncc3ccccc23)cc1,-11,0.31,8,-2,-15,-16,11,0.9,4
CCOC(=O)c1cnn(-c2ncnc3c2cnn3Cc2ccccc2)c1N,·,-0.009,·,·,-28[20 µM],·,1,0.1,·
CCOC(=O)C1CCN(C(=O)c2ccc(CNS(=O)(=O)c3ccc(C)cc3)cc2)CC1,·,-0.84,7,-5,-1,-8,·,0.0,2
O=C(Nc1ccccc1)c1ccc2nsnc2c1,6,0.88,7,-16,-14[20 µM],0,5,1.5,14
CCCN1C2CCCC1CC(NC(=O)Nc1ccc(C(C)C)cc1)C2 (stereo not drawn),-3,-0.42,23,12,3[20 µM],8,-4,-0.7,27
Cc1ncc(C(=O)O)c(C(=O)O)c1N,25,-0.12,-106,-1,-21,1,-4,1.0,12
Cc1cccc(C)c1OCC(O)CNS(=O)(=O)c1ccccc1C(=O)N1CCCCC1 (stereo not drawn),-2,·,-2,7,-6[20 µM],-1,0,-1.0,13
Cc1ccc(N2CC(C(=O)O)CC2=O)cc1 (stereo not drawn),-1,-0.41,-18,-1,-23,-6,3,0.9,6
COCc1ccc(CN2CCCC(CCC(=O)NCc3ccc(C)o3)C2)o1 (stereo not drawn),·,-0.4,-3,-1,-17,-3,·,0.3,6
CN(C)S(=O)(=O)c1cccc(NC(=S)NN=C(Cc2ccccc2)Cc2ccccc2)c1,-99,5.9*,7,3,-8,-1,4,0.3,11
COc1cccc(NS(=O)(=O)c2ccc3[nH]cc(C(=O)NCCC(C)C)c(=O)c3c2)c1,-12,0.4,·,-1,-18,3,-3,0.4,-4
CCOC(=O)C1=NN(C(=O)Cc2ccccc2)C(O)(c2ccc(Cl)cc2)C1 (stereo not drawn),-13,1.3,-2,2,-39,-5,·,-0.2,8
Cc1ccc(NC(=O)Nc2c(Cl)cccc2Cl)cn1,-10,-1.4,25,-7,-23,-3,6,0.9,2
COc1ccccc1-n1c(CNC(=O)COc2ccccc2)n[nH]c1=S,12,·,3,-7,-15[20 µM],4,-2,1.6,18
CCN(CC)C(=O)c1c(NC(=O)c2ccccc2)sc(C)c1C,-17,·,-17,-9,-15[20 µM],-15,2,-0.6,16
Clc1ccc(-c2cc(C3CCNCC3)[nH]n2)c(Cl)c1,-8,-0.23,-15,-4,-40,-10,10,0.4,5
Cc1cc(C)nc(SCc2nc3ccccc3n2C)n1,-1,-1,-16,-3,-34,-6,6,0.4,1
O=C(c1snnc1-c1ccccc1)N1CCOCC1,-9,0.58,18,-4,-22,1,-16,0.5,-1
CCOC(=O)c1ccc2cccc(C)n2c1=O,3,-0.6,-29,5,0[20 µM],6,13,0.5,17
Cc1cccc(N2CCN(C(=O)CCCSc3nc4ccccc4[nH]3)CC2)c1C,3,-0.38,15,8,0[20 µM],3,-10,-0.8,21
CCOC(=O)NC(=O)CSc1nnc(SCCC(=O)O)s1,-5,-0.39,-3,0,-19,-3,4,0.6,3
COC(=O)CN1C(CN2CCOCC2)=Nc2ccc(Br)cc2C1c1ccccc1 (stereo not drawn),1,-0.54,-66,-5,-18,1,12,0.7,8
CC(=O)c1sc(NC(=O)COc2c(C)cc(Cl)cc2C)nc1C,-2,-0.98,-4,-2,-17,-13,-117,1.4,3
CN(C)/N=C/c1ccc([N+](=O)[O-])cc1[N+](=O)[O-],12,1.2,6,15,0,19,15,0.1,21
Cc1ccc(NC(=S)NCCN2CCOCC2)cc1,-7,1.1,-4,-1,0,-1,-3,0.5,-7

# Rewritten as tab-separated lines: entries from further up
canonical_smiles	KLK5 inh	KCC2 mod	m-calpain inh	FXIa inh	Furin inhibitor	Thrombin inh	Rad51 HR inh	PERK inhibitor	FXIIa inh 1536
Cc1ncc(C(=O)O)c(C(=O)O)c1N	25	-0.12	-106	-1	-21	1	-4	1.0	12
O=C(Nc1ccccc1)c1ccc2nsnc2c1	6	0.88	7	-16	-14[20 µM]	0	5	1.5	14
CCOC(=O)C1CCN(C(=O)c2ccc(CNS(=O)(=O)c3ccc(C)cc3)cc2)CC1	·	-0.84	7	-5	-1	-8	·	0.0	2
CC(=O)c1sc(NC(=O)COc2c(C)cc(Cl)cc2C)nc1C	-2	-0.98	-4	-2	-17	-13	-117	1.4	3
CCc1cccc(NC(=O)CCSCCC(=O)Nc2cccc(CC)c2)c1	29	·	13	10	-10[20 µM]	4	7	-0.3	14
CN(C)S(=O)(=O)c1cccc(NC(=S)NN=C(Cc2ccccc2)Cc2ccccc2)c1	-99	5.9*	7	3	-8	-1	4	0.3	11

# Remaining list, next part.
SMILES,KLK5 inh,KCC2 mod,m-calpain inh,FXIa inh,Furin inhibitor,Thrombin inh,Rad51 HR inh,PERK inhibitor,FXIIa inh 1536
CCCCCc1nnc(NC(=O)C2COc3ccccc3O2)s1 (stereo not drawn),-7,1.2,2,-1,-8,·,-3,-0.2,1
COc1ccc(NC(=S)c2ccncc2)cc1,-11,-0.37,-11,0,-9,-8,·,0.8,8
CC1(c2ccc3noc(-c4cccc(F)c4)c3c2)OCCO1,-5,-1.1,-20,1,-21,-7,-25,0.8,11
CC12CCC(C(=O)N(c3ccc(Cl)cc3)C1=O)C2(C)C (stereo not drawn),-15,0.29,-2,9,-29,-3,·,-0.1,10
COc1ccc(C(=O)/C=C(\N)C(F)(F)F)c(O)c1,-5,0.73,21,4,-17,3,6,1.0,13
Cc1ccccc1NC(=O)CN1C(=O)NC(C)(CCc2ccccc2)C1=O (stereo not drawn),-3,0.68,-6,-6,-18,-9,-7,1.0,6
CCCc1cc(C(=O)Nc2cc(C)on2)no1,-8,1.4,0,5,-14,1,-7,1.2,16
COc1ccc(F)cc1S(=O)(=O)Nc1ccc2c(c1)OCCO2,-2,0.83,-1,-3,-21,-3,4,1.3,8
O=C(NC1CC1)c1scc2c1OCCO2,2,·,14,-9,-21,-5,5,1.3,1
Cn1ccnc1Sc1nc2c(c(=O)n(C)c(=O)n2C)n1C,-9,·,-5,7,-19,1,17,0.4,14
C=CCOC(=O)C1=C(C)OC(N)=C(C#N)C1c1ccccc1F (stereo not drawn),-2,-1.3,-15,-4,3,-3,-8,0.3,9
CC(C)CC(=O)NC(=S)Nc1cccc(NC(=O)c2ccccc2Cl)c1,-18,-0.5,-34,6,-12[20 µM],1,6,-0.8,17
Cc1cccc(Oc2coc3cc(OC(=O)c4cc5ccccc5oc4=O)ccc3c2=O)c1,-24,0.1,i,6,-21,4,4,1.0,16
CC(C)(C)C1CCC(OC(=O)C[N+]2(C)CCCC2)CC1 (stereo not drawn),-5,0.014,14,-6,-16,-7,2,0.7,0
COc1cc(C(=O)Nc2ccc(S(=O)(=O)Nc3onc(C)c3C)cc2)cc(OC)c1OC,1,1.9,-19,-7,-24,-6,·,-0.7,-3
O=S1(=O)N=C(Nc2nncs2)c2ccccc21,-7,0.27,-25,5,-6[20 µM],0,-3,1.2,4
Cn1c(N)c(C(=O)COC(=O)c2cc(S(=O)(=O)N3CCCCC3)ccc2Cl)c(=O)n(C)c1=O,-9,-0.039,-17,3,-22,0,·,-0.5,14
Cn1c(SCC(=O)NC(C)(C)C)nnc1-c1cnccn1,-2,-1.1,-10,2,-16[20 µM],4,-1,1.2,15
CCOC(=O)c1sc(-c2ccccc2)cc1NC(=O)Nc1ccccc1,10,0.89,3,20,-7,-6,4,-0.1,5
C/C(CCC1CC(C)OC1=O)=N/Nc1nc(-c2ccccc2)cs1 (stereo not drawn),-11,-1.9,-19,-8,-18,-6,9,0.3,0
O=C(Nc1ccc(N2CCCC2)c(Cl)c1)c1cccnc1,-5,-0.64,13,2,-19[20 µM],1,-11,-1.1,3
COc1ccccc1-n1cnc2c(c1=O)c1nc3ccccc3nc1n2-c1ccc(C)c(C)c1,-3,0.027,-83,7,-12,1,-10,0.0,0
CC(=O)Nc1ccc(OCCC[n+]2cccc(C(=O)[O-])c2)cc1,7,0.024,15,5,-31,0,·,1.6,11
COc1ccc(CC(=O)Oc2cc(C)[nH]c(=O)c2[N+](=O)[O-])cc1,-2,1.5,7,0,-23,-2,4,0.8,7
O=C(CNC(=O)C12CC3CC(CC(C3)C1)C2)NC1=NCCS1,-3,0.81,17,3,-23[20 µM],2,-5,1.4,20
CCC(CC)NCc1ccc2c(c1)c1ccccc1n2CC,3,1.3,18,-1,-17,-16,-9,-0.7,1
c1ccc(Cn2nnnc2C(c2cccs2)N2CCSCC2)cc1 (stereo not drawn),-25,-0.36,-8,6,-17[20 µM],1,4,-0.8,14
COc1ccc(N=C2SCC(c3ccc(C)cc3)=NN2CCO)cc1,2,-0.13,10,3,0,-17,8,-0.4,14
Nn1c(SCC(=O)Nc2ccc3c(c2)OCO3)nnc1C(F)(F)F,-2,0.024,-35,-5,-18,-6,-85,-0.4,3
Cc1cc(C(=O)OCC(=O)NC(C)C)c2ccccc2n1,-1,0.17,-11,-1,-10,-7,11,-0.1,8
O=C1CN(C(=O)c2ccc(Br)o2)C(c2ccccc2)c2cc(Cl)ccc2N1 (stereo not drawn),-8,·,-13,-5,-16,-7,-1,-1.4,1
CCOC(=O)C1CCN(C(=O)c2ccccc2NS(=O)(=O)c2ccc(F)c(F)c2)CC1,-13,-0.062,-12,10,-19,0,17,-0.7,19
COc1ccc2cc(CN(Cc3ccco3)C(c3nnnn3C3CCCCC3)C(C)C)c(=O)[nH]c2c1 (stereo not drawn),-24,0.0078,-175,2,-9[20 µM],4,-10,0.2,8
O=C(NC1CCCC1)c1sc(=S)n2c1[nH]c(=O)c1ccccc12,3,24*,-22,1,-9,0,7,-0.5,6
C=CCS(=O)(=O)c1nc2ccccc2s1,0,0.62,-3,6,-15[20 µM],-5,13,1.4,10
Cc1ccc(Cn2ncc3c(N4CCOCC4)ncnc32)cc1,-8,·,23,-4,-9,-5,-8,0.0,3
COc1ccc(CNC(=O)C/C(C)=N/NC(=O)C(c2ccccc2)c2ccccc2)cc1,6,0.13,-16,-1,-15[20 µM],0,1,0.2,13
CC1CC(=O)C2=C(C1)Nc1ccccc1N=C2 (stereo not drawn),8,·,18,-27,-5[20 µM],-5,3,-0.8,1
O=C(C1=C[C@H](C2CCCCC2)C[C@H](OCCCCO)O1)N1CCOCC1,3,1.9,15,10,-1,-2,-3,0.3,14
CCOc1ccc(-c2[nH]nc3c2C(c2cccnc2)C(C#N)=C(N)O3)cc1 (stereo not drawn),-11,·,-43,-3,-14,-10,6,0.4,6
O=C(CCS(=O)(=O)c1ccc(Br)cc1)N1CCN(c2ccccc2Cl)CC1,3,-1.2,22,9,-8[20 µM],5,2,-0.8,19
COC1=C/C(=C/c2c(O)c(C#N)c3ccccn23)C=CC1=O,31,-1.2,-103,-9,-18,-2,-30,0.1,5
O=C(COc1ccccc1F)NCc1nc2ccccc2[nH]1,-1,0.13,-3,-3,-11,-14,-23,0.6,11
